Source: PubChem BioAssay (National Center for Advancing Translational Sciences (NCATS))
HT1080-NT tox: qHTS for induction of synthetic lethality in tumor cells producing 2HG: qHTS for the HT-1080-NT fibrosarcoma cell line | AID 686970, 2013 | HT-1080-NT fibrosarcoma viability, CellTiter-Glo ATP luminescence, 48 h | Potency, µM (titrated, usually from 46.1 µM), for the others: at the highest dose activity, negative = less viability, actives largely listed as cytotoxic | actives 1.6% (n = 360,000);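 further: NT is the 2HG producing partner of a matched IDH1 knockdown line; potency means the concentration at half of the fitted maximal effect; 0% = DMSO-treated cells and -100% = media-only wells without cells; nearly all actives have a fitted effect of over 55% in size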
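HT-1080-NT fibrosarcoma cells (2HG-overproducing), 750 cells/well in RPMI with 5% FBS, dosed after 2 h and incubated 48 h at 37C. CellTiter-Glo luminescence normalized to DMSO and no-cell wells; concentration-response curves fitted and classed.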
SW480 rereplic: A quantitative high throughput screen for small molecules that induce DNA re-replication in SW480 colon adenocarcinoma cells. SW480 DNA re-replication, Hoechst DNA content imaging, 48 h. Potency, µM (doses to about 46.1 µM), for inactives: at the top dose re-replication activation, most hits filed as activators. actives 1.8% (n = 340,000). AID 624297, 2012; further: potency means the concentration at half of the fitted maximal effect; % of control where 0% means no effect; nearly all actives have a fitted effect of over 55% in size
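Image-based DNA-content assay: after two days of treatment, nuclei were labelled with the DNA dye Hoechst and imaged, and hits were compounds raising the count of nuclei showing high fluorescence intensity.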
DRD3 antagonist: qHTS of D3 Dopamine Receptor Antagonist: qHTS | D(3) dopamine receptor (Homo sapiens), P35462 | D3R cells, DiscoveRx beta-arrestin luminescence, antagonist mode; active compounds read low | max response, negative = inhibition, % | actives 2.5% (n = 360,000); in the data active means max response below about -50%; inconclusive means no clear call, values can overlap the other calls; further: on the % scale 0 is the no-effect control and ±100 the full control effect; mostly tested at two doses, the higher about 12 µM
Target sequence (P35462 whole entry, looked up): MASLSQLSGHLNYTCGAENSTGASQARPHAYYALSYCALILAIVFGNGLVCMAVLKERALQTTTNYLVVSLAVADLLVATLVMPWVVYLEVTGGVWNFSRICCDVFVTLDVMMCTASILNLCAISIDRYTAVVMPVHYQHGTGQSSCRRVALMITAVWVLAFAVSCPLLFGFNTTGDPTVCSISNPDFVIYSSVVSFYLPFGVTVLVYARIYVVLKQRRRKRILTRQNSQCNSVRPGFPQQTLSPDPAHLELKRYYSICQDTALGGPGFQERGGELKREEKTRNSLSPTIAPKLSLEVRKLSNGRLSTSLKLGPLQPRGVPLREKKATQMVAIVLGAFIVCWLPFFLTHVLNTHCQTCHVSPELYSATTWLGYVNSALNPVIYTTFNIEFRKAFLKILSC
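Cells expressing the human receptor were seeded at 1500 cells/well, incubated overnight at 37 degrees C in 5% CO2, then exposed to library compounds with dopamine controls for 90 minutes at 37 degrees C before luminescent detection.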
KB-3-1 tox: qHTS assay for MDR1-selective chemotherapeutics: Primary screen using the parental adenocarcinoma cell KB-3-1 | actives 1.4% (n = 400,000) | Potency, µM (top dose mostly 46.1 µM), without a hit: at the highest dose activity change, negative = cytotoxic, hits mostly cytotoxic | KB-3-1 viability, CellTiter-Glo ATP luminescence, 72 h | AID 1347075, 2019; further: potency means the concentration at half of the fitted maximal effect; on the % scale 0 is the no-effect control and ±100 the full control effect; nearly all actives have a fitted effect of over 60% in size
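Parental KB-3-1 adenocarcinoma cells in phenol-red-free DMEM with 10% FBS were pin-treated with compounds at several concentrations, incubated 72 h at 37 °C, and viability read by CellTiter-Glo luminescence; concentration-effect curves were fitted after normalization.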
HT1080 IDH1KD tx: qHTS for induction of synthetic lethality in tumor cells producing 2HG: qHTS for the HT-1080-IDH1KD cell line | actives 2% (n = 360,000) | AID 686971, 2013 | Potency, µM (highest dose often 46.1 µM), without a hit: top-dose activity, negative = toxicity, actives largely listed as cytotoxic | HT-1080 IDH1 knockdown viability, ATP luminescence, 48 h;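 further: potency means the concentration at half of the fitted maximal effect; 0% = DMSO wells and -100% = cell-free medium wells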
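In this qHTS, HT-1080 cells depleted of IDH1 are exposed for 48 h at 37 °C to compound titrations. Toxicity is scored from CellTiter-Glo luminescence, with DMSO as full viability and medium alone as none.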
GLP1R ag: qHTS of GLP-1 Receptor Agonists | HEK293 GLP-1R CRE-luciferase, luminescence, 4-6 h; cells express a hypersensitive GLP-1R form | Potency, µM (highest dose often 45.6 µM), without a hit: top-dose activation, most hits filed as activators | actives 0.007% (n = 380,000) | AID 624172, 2012; further: potency means the concentration at half of the fitted maximal effect; % of control where 0% means no effect
Target sequence (P43220 whole entry, looked up): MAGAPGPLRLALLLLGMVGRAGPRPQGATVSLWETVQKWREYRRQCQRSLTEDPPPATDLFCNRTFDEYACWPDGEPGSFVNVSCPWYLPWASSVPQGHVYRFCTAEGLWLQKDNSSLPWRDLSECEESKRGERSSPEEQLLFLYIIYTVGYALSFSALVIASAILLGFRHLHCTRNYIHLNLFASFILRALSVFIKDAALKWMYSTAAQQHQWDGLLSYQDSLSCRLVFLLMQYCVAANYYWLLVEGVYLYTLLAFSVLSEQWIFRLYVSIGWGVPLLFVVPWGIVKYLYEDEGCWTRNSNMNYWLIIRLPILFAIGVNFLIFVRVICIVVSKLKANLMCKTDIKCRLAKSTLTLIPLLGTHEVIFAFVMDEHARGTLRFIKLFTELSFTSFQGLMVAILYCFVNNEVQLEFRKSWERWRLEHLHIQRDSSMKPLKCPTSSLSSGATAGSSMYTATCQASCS
IL1B secr inh: qHTS for Inhibitors of Inflammasome Signaling: IL-1-beta AlphaLISA Primary Screen | actives 4.7% (n = 360,000) | THP-1 LPS/ATP IL-1B secretion, AlphaLISA, 16 h; active compounds read low | activity change, % at 57.5 µM; in the data active means activity change below about -50%; inconclusive means mostly about -30% to -49%; further: on the % scale 0 is the no-effect control and ±100 the full control effect
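Secreted IL-1B measured by AlphaLISA bead assay after 16 h compound exposure of THP-1 cells; compounds (final up to 57.5 uM) added 1 h before LPS (250 ng/mL) and ATP (1.25 mM) stimulation; lower signal means less secretion.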
KB-V1 cytotox: qHTS assay for MDR1-selective chemotherapeutics: Primary screen using the drug-selected MDR subline cells KB-V1; actives 3.4% (n = 400,000); KB-V1 MDR cells viability, CellTiter-Glo, 72 h; Potency, µM (series often up to 46.1 µM), without a hit: top-dose activity change, negative = cytotoxicity, most hits filed as cytotoxic; AID 1347076, 2019; further: potency means the concentration at half of the fitted maximal effect; on the % scale 0 is the no-effect control and ±100 the full control effect; nearly all actives have a fitted effect of over 60% in size
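qHTS viability screen in drug-selected KB-V1 MDR cells: 72 h compound treatment at 37 degrees C, ATP luminescence end point.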
DRD3 agonist: qHTS of D3 Dopamine Receptor Agonist: qHTS; D(3) dopamine receptor (Homo sapiens), P35462; actives 0.58% (n = 410,000); D3R DiscoveRx beta-arrestin cells, luminescence, 90 min; AID 652048, 2013; max activation, %; in the data active means max activation above about 30%; further: 0% is about no effect; mostly tested at two doses, the higher about 12 µM
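Agonist mode: compounds and dopamine controls were applied to plated cells for 90 min at 37 degrees C after an overnight attachment at 1500 cells/well. Luminescent read-out followed 30 - 60 minutes at room temperature with DiscoveRx detection reagent.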
Starred values were filed as active, the others as inactive; ? = inconclusive; / = not tested or not shown; & = joins results of further samples; [ ] = another dose, or the depositor's remark. Unless noted, the call rests on the fitted dose curve; in most records, active means well fitted curve in the direction sought with a large enough effect; inconclusive means small, poorly fitted or top-dose-only effect, or another doubt; inactive means no such curve, though single readings can be large; an effect the other way counts as inactive or inconclusive.

SMILES	HT1080-NT tox	SW480 rereplic	DRD3 antagonist	KB-3-1 tox	HT1080 IDH1KD tx	GLP1R ag	IL1B secr inh	KB-V1 cytotox	DRD3 agonist
Cc1ccccc1C(=O)NCC(=O)OC(C)C(=O)NC(C)CCc1ccccc1 (centres undefined)	9%	-4%	-1	12%	4%	4%	-4	13%	-1
O=C(COC(=O)c1cccc(S(=O)(=O)N2CCOCC2)c1)Nc1ncc(C(F)(F)F)cc1Cl	-1%	-2%	-23	5%	3%	-9%	15	18%	1
Cc1csc(=Nc2ccc(S(=O)(=O)N3CCOCC3)cc2)n1Cc1ccco1	1%&-5%	-10%&-1%	16&22	-9%&-14%	7%&-2%	0%&6%	-8&-7	0%&-15%	1&4
CCN(CC)C(=O)[C@H]1CC(CC(=O)NCc2ccc(OC)c(OC)c2)C(=O)N2CCc3c([nH]c4ccccc34)[C@]12C (some centres undefined)	-5%	6%	-8	0%	2%	3%	-13	-5%	-21
Cc1c(NC(=O)c2ccccc2)cccc1[N+](=O)[O-]	-1%	-1%	6	0%	3%	-4%	0	-5%	2
CN(C)S(=O)(=O)c1cccc(NC(=S)NC2CCCCC2)c1	3%	?	-5	-4%	-19%	4%	24	-3%	7
C=CCN(c1ccccc1)S(=O)(=O)c1cccc(C(=O)NCC(c2cccs2)N2CCOCC2)c1 (centres undefined)	2%	7%	14	-1%	-7%	3%	0	-7%	-4
COc1cc(CNCCN(C)C)c(Br)cc1OCC(=O)NCc1ccccc1	-10%	-3%	-15	28%	-6%	13%	2	?	-8
CCOc1ccc(CNC(=O)C2CCN(S(=O)(=O)N3CCC(C)CC3)CC2)cc1OC	9%	/	10	-11%	0%	1%	13	-11%	-9&3
CC(C(=O)N1CCOCCOCCOCCOCCOCC1)N1C(=O)c2ccccc2C1=O (centres undefined)	-4%	-2%	5	14%	3%	2%	6	15%	3
O=C(Cc1ccc([N+](=O)[O-])cc1)c1ccc(O)cc1O	1%	?	-2	1%	3%	12%	-13	0%	6
O=C(N/N=C/c1cc([N+](=O)[O-])cc([N+](=O)[O-])c1O)C(O)(c1ccccc1)c1ccccc1	6%	-1%	-16	4%	8%	-8%	23	0%	-6
CCOc1ccc(NC(=O)CN2C(=O)NC(CCc3ccccc3)C2=O)cc1OCC (centres undefined)	0%	0%	4	5%	11%	4%	11	-17%	-4
COc1ccc([C@H]2CC(=O)C=C(c3cccc(C#N)c3)C2)cc1	-1%	?	14	4%	-1%	13%	?	-2%	-15
CC(C)(C)n1nnnc1C(c1cccc(C#N)c1)N1CCC(Cc2ccccc2)CC1 (centres undefined)	1%	5%	14	11%	-3%	1%	0	1%	-9
CC1(CC(=O)N/N=C/c2ccc(-c3cccc(C(F)(F)F)c3)o2)OCCO1	9%	-3%	11	4%	-1%	14%	-6	?	5
CCCCCC(=O)N1CCN(S(=O)(=O)c2ccc3c(c2)OCCO3)CC1	-1%	-2%	-3	-13%	-19%	-1%	9	?	-1
CC1(c2nnnn2Cc2ccccc2)CCC(=O)N1CC1CCCCC1 (centres undefined)	-2%	/	-10	-16%	-9%	4%	14	-26%	-5
COc1ccc(S(=O)(=O)n2nc(C)c(S(=O)(=O)N3CCCCCC3)c2C)cc1OC	/	/	/	-5%	/	-2%	/	?	0
CCn1c(CNC(=O)c2ccccc2F)nnc1SCC(=O)NC1CCCCC1	1%	-84%[inhibitor]	1	-2%	4%	-7%	2	-12%	-4
COc1ccc(NC(=S)NNC(=O)OC(C)(C)C)cc1OC	?	1%	14	0%	?	1%	0	-14%	12
CCOc1ccc(N(CC(=O)NCCOc2ccccc2OC)S(=O)(=O)c2ccccc2)cc1	-6%	11%	2	/	-9%	-1%	-13	/	-4
COc1ccc(CCNC(=O)CSc2nc(N)cc(=O)[nH]2)cc1OC	-5%	-5%	3	9%	7%	5%	23	16%	10
CCN(CC)c1ncnc2sc(C(=O)N3CCN(c4ccccc4)CC3)c(C)c12	0%	0%	7	-6%	0%	17%	16	1%	4
COCCN1C=C(C(=O)OC)C(c2ccccc2Cl)C(C(=O)OC)=C1	1%	21µM*	-3	0%	15%	-2%	4	-28%	-5
CCOc1cc(C2C(C#N)=C(N)Oc3n[nH]c(C)c32)ccc1OCCN1CCOCC1 (centres undefined)	-4%	3%	-21	-4%	5%	-11%	?	2%	-1
CC(Sc1nnc(-c2ccc(Cl)cc2)n1N)C(=O)NCC1CCCO1 (centres undefined)	9%	-1%	13	18%	7%	15%	6	-7%	6
COc1ccc(CCNC(=O)COC(=O)/C=C/c2ccc(OC)cc2OC)cc1	5%	1%	-17	15%	8%	18%	38	?	1
Cc1cc(NC(=O)CSc2nnc(-c3c[nH]c4ccccc34)n2-c2ccc(Cl)cc2)no1	-3%	?	15	9%	11µM*	-10%	34	-1%	7
CCOc1ccc(C(=O)NCC(=O)OCc2c(F)cccc2Cl)cc1	19%	-1%	0	-4%	11%	2%	34	-23%	0
COc1cc2c(cc1OC)C(C(=O)NCc1ccco1)C1c3ccccc3CCN1C2=O (centres undefined)	6%	-1%	-1	26%	8%	4%	0	15µM*	-3
CCc1ccc(N=Nc2ccc(O)c3[nH]cnc23)cc1	?	/	1	-4%	?	-9%	-3	-10%	-27
CCC(C(=O)Nc1ccc([N+](=O)[O-])cn1)c1ccccc1 (centres undefined)	-14%	3%	-10	-2%	-4%	3%	-3	-26%	-3
CC(C)(CO)NCC#Cc1ccccc1	6%	2%	14	4%	10%	12%	5	20%	-3
Cc1cc(C)nc(NN=C2CCCC2)n1	28%	2%	11	14%	21%	-2%	30	?	1
CC(C)CCC(=O)N1CCOC1=O	?	-2%	7	?	5%	-4%	15	0%	3
CCC(=O)Nc1ccc(C(=O)c2ccccc2)cc1	-5%	1%	14	7%	-9%	22%	-23	-12%	-3
O=C1NC2(CCc3ccccc3C2)C(=O)N1CCOc1cccc(Cl)c1 (centres undefined)	-8%	5%	19	-2%	-18%	12%	-6	-2%	5
CCC(CC)C(=O)OCC(=O)C1(O)CCC2C3CCC4=CC(=O)CCC4(C)C3C(O)CC21C (centres undefined)	13%	-8%	31	-3%	15%	8%	/	5%	8
Cc1ccc(CCN2CC(C(=O)O)CC2=O)cc1 (centres undefined)	0%	-1%	15	-7%	3%	0%	-6	2%	7
CCC(SCC(=O)OC)C(=O)Nc1nnc(C(C)C)s1 (centres undefined)	1%	14%	0	0%	1%	-2%	37	4%	-2
CCN(CC)c1ccc(NC(=O)C2CC(=O)N(Cc3ccccc3)C2)cc1 (centres undefined)	-1%	6%	5	?	-24%	7%	-7	?	-2
CCC(=O)/C(=C(/O)c1ccccc1)c1nc2ccccc2[nH]1	0%	2%	17	-6%	9%	0%	16	0%	4
COc1cc(/C=C(/NC(=O)c2ccccc2)C(=O)N2CCOCC2)c([N+](=O)[O-])cc1OC	1%	-5%	0	7%	16%	-11%	1	21%	-9
Cn1cccc1CC(=O)N/N=C/C(Cl)=C/c1ccccc1	6%	-5%	12	18%	2%	-1%	?	-26%	-2

Some entries already given, reduced to KB-3-1 tox and SW480 rereplic.
molecule,KB-3-1 tox,SW480 rereplic
Cc1cc(C)nc(NN=C2CCCC2)n1,14%,2%
CCC(=O)Nc1ccc(C(=O)c2ccccc2)cc1,7%,1%

More records:
SMILES	HT1080-NT tox	SW480 rereplic	DRD3 antagonist	KB-3-1 tox	HT1080 IDH1KD tx	GLP1R ag	IL1B secr inh	KB-V1 cytotox	DRD3 agonist
Cc1cccc(C)c1-n1nnnc1SCC(=O)c1c(N)n(C2CC2)c(=O)[nH]c1=O	-13%	-9%	17	1%	-9%	0%	11	?	-3
CCN(CC(=O)NCc1ccc(Cl)cc1)C(=O)CSCC(=O)Nc1cccc(C)c1	-14%	0%	-6	19%	-6%	-2%	0	6%	-11
CN1CCN(CCOC2Cc3ccccc3Sc3ccc(Cl)cc32)CC1 (centres undefined)	-6%	-7%	-63*	?	-4%	-25%	-71*	23µM*	-8
CCN=C1S/C(=C\c2cc(Br)ccc2OCC(=O)OCC)C(=O)N1CC	0%	-5%	11	-8%	10%	0%	19	2%	5
COc1ccc(-c2cc(C)no2)cc1S(=O)(=O)NCC1CCN(Cc2cc(C)ccc2C)CC1	?	?	-10	?	?	11%	?	16%	-1
COCc1cc(=O)[nH]c(/N=C(\N)Nc2cccc(C)c2)n1	-4%	6%	8	16%	-1%	-2%	-9	?	-7
COc1ccccc1-n1cnnc1SC(C)C(=O)Nc1ccc(NC(C)=O)cc1 (centres undefined)	4%	0%	4	5%	0%	-1%	-3	-3%	9
O=C(/C=C/c1ccccc1)Nc1cccnc1Oc1ccccc1F	-18%	?	5	?	-20%	27%	?	-19%	-5
